High-throughput results deposited in PubChem BioAssay by several laboratories.
PHOSPHO1 block: PHOSPHO1 (human) inhibition; Q8TCT1; recombinant PHOSPHO1, absorbance phosphatase assay; inhibition, % at 13.3 µM; hit rate 1.1% among 290,000; AID 1565; in the data active means inhibition above about 60%
IDE cell activ: activators of human insulin-degrading enzyme in cells. P14735. HEK cells, FAbeta-B cleavage, fluorescence polarization; 0% vehicle, 100% cell-free pure enzyme wells. activation, % at 5.96 µM. hit rate 0.073% among 340,000;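 active means activation above the mean of all tested compounds plus 3 SD, set per screening campaign, cut at about 17% in these data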
Target sequence (P14735 whole entry, looked up): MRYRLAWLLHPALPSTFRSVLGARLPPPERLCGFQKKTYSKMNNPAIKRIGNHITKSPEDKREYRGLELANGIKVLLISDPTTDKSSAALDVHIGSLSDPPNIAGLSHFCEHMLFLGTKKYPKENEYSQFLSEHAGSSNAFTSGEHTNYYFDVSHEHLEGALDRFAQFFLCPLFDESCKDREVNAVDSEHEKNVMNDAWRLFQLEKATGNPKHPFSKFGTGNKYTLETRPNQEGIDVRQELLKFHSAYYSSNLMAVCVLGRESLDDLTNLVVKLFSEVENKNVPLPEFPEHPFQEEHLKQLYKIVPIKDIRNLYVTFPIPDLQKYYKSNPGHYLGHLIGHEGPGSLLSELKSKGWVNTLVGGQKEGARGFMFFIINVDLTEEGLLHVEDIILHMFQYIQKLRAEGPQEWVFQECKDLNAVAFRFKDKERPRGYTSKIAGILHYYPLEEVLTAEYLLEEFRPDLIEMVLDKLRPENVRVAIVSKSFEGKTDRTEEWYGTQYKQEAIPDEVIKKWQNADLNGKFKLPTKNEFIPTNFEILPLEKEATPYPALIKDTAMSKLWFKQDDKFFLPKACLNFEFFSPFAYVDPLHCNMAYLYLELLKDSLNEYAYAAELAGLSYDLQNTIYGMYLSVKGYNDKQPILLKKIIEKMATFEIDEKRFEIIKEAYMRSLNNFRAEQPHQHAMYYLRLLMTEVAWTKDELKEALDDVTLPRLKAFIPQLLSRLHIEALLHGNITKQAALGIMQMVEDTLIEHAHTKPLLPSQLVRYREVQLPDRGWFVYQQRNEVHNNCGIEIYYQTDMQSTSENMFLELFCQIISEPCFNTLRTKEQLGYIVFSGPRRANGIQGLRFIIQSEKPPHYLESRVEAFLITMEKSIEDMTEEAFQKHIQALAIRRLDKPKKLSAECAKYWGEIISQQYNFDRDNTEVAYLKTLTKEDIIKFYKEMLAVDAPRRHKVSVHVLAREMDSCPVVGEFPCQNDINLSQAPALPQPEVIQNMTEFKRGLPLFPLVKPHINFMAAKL
MEKK3 PB1 HTS: MEKK3-MEK5 PB1 interaction, increase or decrease; AID 1529; bead-based flow cytometry, Alexa488-MEK5 binding to MEKK3; actives lie on both sides; 0 = blocked by unlabeled MEK5, 100 = vehicle; Q99759; binding response (% of control), % at 10 µM; hit rate 1.4% among 290,000;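 active means binding response more than 3 SD above or below the average of its plate-row segment, actives on both sides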;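 further: Alexa488 bead fluorescence after subtracting the streptavidin-only scavenger bead signal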
GalR3 antagonist: human GalR3 antagonism; HEK293 GalR3-CNG cAMP membrane potential fluorescence; galR3 body fused to GalR1 C-terminus; inhibition, % at 3 µM; hit rate 0.44% among 360,000; AID 651719;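 active means inhibition above the screen-wide average plus 3 SD, cut at about 13% in these data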;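 further: forskolin and galanin both at EC90 stimulate the cells; cAMP rise reported by CNG channel membrane potential dye signal; 0% = forskolin plus galanin with DMSO and 100% = forskolin alone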
CRFBP-R2 agonist: CRF-BP/CRF-R2 complex agonism; hit rate 0.46% among 350,000; activation, % at 13.2 µM; HEK293 CRF-R2/CRF-BP, calcium dye fluorescence (FLIPR); percent of saturating CRF peptide response; AID 588473;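 active means activation of at least 50%, plus an integration ratio under a set limit after plate pattern correction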;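 further: plate controls were neutral control wells without compound for no effect and CRF at EC100 for full effect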
IDE cell inh: cellular human IDE inhibition; P14735; HEK cells, FAbetaB cleavage, fluorescence polarization; inhibition, % at 5.59 µM; hit rate 0.41% among 320,000;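 active means percent inhibition above the average of all tested compounds plus 3 SD, set per screening campaign, cut at about 16% in these data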;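 further: IDE supplied by intact live HEK cells; FP after avidin binding of uncleaved biotin substrate so inhibition keeps polarization high; 0% = DMSO wells and 100% = 60 µM reference IDE inhibitor Ii1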
p-CIP stab down: compounds decreasing mouse p/CIP protein stability; decrease of EGFP signal, % at 10 µM; AID 1984; Q05BA5; F442A p/CIP-EGFP cells, EGFP fluorescence, 16 h; hit rate 0.01% among 290,000;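 active means EGFP signal decrease of at least 30% at 10 µM or well 3 SD below plate mean, unless failing retest; inactive means the rest, including hits failing retest or dose response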; further: some compounds called inactive have numbers as strong as hits; many of its hits are not listed in these tables
CRFBP-R2 block: blocks CRF-induced signaling of the CRF-BP/CRF-R2 complex. HEK293 CRF-R2/CRF-BP, CRF-induced calcium fluorescence. inhibition, % at 11.8 µM. hit rate 0.59% among 350,000. AID 588475;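 active means inhibition of the ligand-induced calcium signal above about 50% at the single tested concentration, limit read from the data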
M4 PAM: positive allosteric modulators of human muscarinic M4 receptor; hit rate 0.4% among 360,000; activation, % at 3 µM; P08173; AID 624126; CHO-K1 hM4/Gqi5, Fluo-8 calcium fluorescence, ACh EC20; 0% = ACh EC20, 100% = maximal ACh;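 active means activation above its plate's cutoff, the mean activation of sample wells plus 3 SD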; further: some results filed as inactive read as strong as hits
Numbers without * were called inactive; . = no result given.

MEKK3 PB1 HTS	PHOSPHO1 block	CRFBP-R2 block	IDE cell inh	CRFBP-R2 agonist	IDE cell activ	GalR3 antagonist	M4 PAM	p-CIP stab down	SMILES
105.0	23.8	3.4	-0.4	-0.1	2.6	-0.1	-0.7	-24.1	Cc1ccc(NC(=O)/C(=C\c2cccnc2)NC(=O)c2ccco2)cc1
.	.	12.2	.	-0.9	.	-5.4	4.6	.	COc1ccc(-c2ccc(CN3C(C(C)C)C(=O)N(Cc4cn(CC5CCCCC5)nn4)CCS3(=O)=O)cc2)cn1 (stereo unspecified)
104.0	38.3	-8.9	11.6	-0.1	3.1	-8.6	-32.5	1.8	O=C(NCCCN1CCC(Cc2ccccc2)CC1)c1ccc2nc(N3CCOCC3)sc2c1
95.0	-4.5	-1.4	1.8	2.0	6.4	-4.4	4.9	-9.9	CC(CNc1ccc([N+](=O)[O-])c2cccnc12)Nc1c([N+](=O)[O-])cc(C(F)(F)F)cc1[N+](=O)[O-] (stereo unspecified)
98.0	32.0	-3.8	-6.0	1.6	-0.8	-7.2	2.9	3.0	COc1ccc(CCNC(=O)C/C(C)=N/NC(=O)c2ccc([N+](=O)[O-])cc2Cl)cc1OC
103.0	2.2	-19.7	1.7	0.2	4.1	-9.3	6.0	-16.5	COc1ccccc1CN(CC(=O)NCc1ccc(F)cc1)C(=O)c1csnn1
.	.	25.4	-1.1	1.4	-0.5	-4.2	4.0	.	CCn1c(SC(C)C(=O)N2CCOCC2)nc2sc(C)c(C)c2c1=O (stereo unspecified)
104.0	18.7	7.3	7.3	7.0	1.9	-14.6	2.4	-9.2	COC(=O)c1ccc(C2c3[nH]c4ccccc4c3C[C@H]3C(=O)N(C)CC(=O)N23)cc1 (stereo partly specified)
.	.	-2.0	3.2	-1.4	3.6	-3.3	0.7	.	O=C1[C@H]2CC3C=CC2(O3)[C@@H]2OCCCN12 (stereo partly specified)
102.0	0.1	-8.9	0.7	-0.6	2.6	-0.7	0.1	9.8	O=C(COc1ccc(F)cc1)Nc1nccs1
.	.	6.7	4.3	4.2	-3.0	20.4*	0.1	.	Cc1ccc(S(=O)(=O)N2CCN(C(=O)COC(=O)CCOc3ccc(C(C)(C)C)cc3)CC2)cc1
90.0	-3.5	-16.6	-7.1	-1.8	-4.4	-4.8	-11.4	-0.7	Cn1nccc1C(=O)OCC(=O)Nc1nc(-c2ccccc2)cs1
.	.	19.2	.	0.7	2.7	-4.8	7.9	.	CC[C@]1(C(=O)OC)[C@H]2C(=O)N(C)C(=O)[C@H]2[C@H]2CN=C(SCc3ccc(C)cc3)N21
.	.	-13.9	-0.1	-1.2	5.7	-5.1	3.8	.	Cc1cc(C(=O)CN2CCN(CC(=O)Nc3cccc(F)c3)CC2)c(C)n1C1CC1
72.0	-2.3	-15.7	-2.6	-4.1	5.4	-1.7	-2.5	-6.1	CCCCCn1c(=O)c(Cc2ccccc2)c(O)c2ccccc21
96.0	-2.7	2.2	0.9	1.1	1.6	-6.3	2.1	-14.9	O=C(CSc1nnc(-c2ccc(F)cc2)o1)c1ccc2c(c1)OCCO2

Results in PHOSPHO1 block and CRFBP-R2 block (2 entries from above):
Molecule	PHOSPHO1 block	CRFBP-R2 block
Cn1nccc1C(=O)OCC(=O)Nc1nc(-c2ccccc2)cs1	-3.5	-16.6
CC[C@]1(C(=O)OC)[C@H]2C(=O)N(C)C(=O)[C@H]2[C@H]2CN=C(SCc3ccc(C)cc3)N21	.	19.2

The listing continues.
MEKK3 PB1 HTS	PHOSPHO1 block	CRFBP-R2 block	IDE cell inh	CRFBP-R2 agonist	IDE cell activ	GalR3 antagonist	M4 PAM	p-CIP stab down	SMILES
107.0	21.4	-10.5	-6.7	-0.1	5.5	-1.8	-0.4	0.9	CC(=O)NS(=O)(=O)c1ccc(N2C(=O)c3ccccc3C2=O)cc1
98.0	0.4	-0.3	3.2	-0.7	6.8	-7.4	-5.9	9.5	COc1ccc(NC(=O)CNC(=O)c2nn(-c3ccc(OC)c(Cl)c3)c(=O)c3ccccc23)c(OC)c1
.	.	-1.8	-8.7	-0.9	4.4	-2.2	11.9	.	O=C(CNC(=O)c1ccc(Br)o1)NCC(=O)OCc1ccccc1
107.0	-12.3	12.7	9.8	-0.9	-0.5	-2.2	7.6	-7.2	COc1ccc(CNC(=O)CN(c2cccc(OC)c2)S(C)(=O)=O)cc1
104.0	28.8	-9.3	0.0	2.9	2.9	-5.3	-4.1	-2.5	CCCOC(=O)/C(=C\C=C\c1ccccc1)NC(=O)c1ccccc1
.	.	20.0	.	-0.9	4.6	-4.8	-2.3	.	Cc1ccc(NC(=O)c2ncn(CC(=O)NCc3ccc4[nH]ccc4c3)n2)cc1C
.	.	-2.4	-5.3	-0.3	0.0	1.8	5.9	.	O=C(COc1ccccc1Br)N1CCNC1=O
86.0	32.5	-14.9	-3.0	1.2	2.7	-2.9	-7.9	11.4	CC(C)CCN=CC1=C(O)CC(c2ccccc2)CC1=O (stereo unspecified)
100.0	32.0	13.0	-0.7	-0.8	0.1	-3.3	-5.5	-9.0	Cc1ccc(S(=O)(=O)n2nc(OC(=O)c3cccc(F)c3)cc2N)cc1
96.0	36.8	79.5*	6.0	2.3	-3.9	0.4	-8.8	-21.7	CSc1ccc(CCNC(=O)c2ccc(CS(=O)Cc3ccc(Cl)cc3)o2)cc1 (stereo unspecified)
.	.	-17.6	.	-1.2	.	-8.6	6.4	.	COc1ccc(S(=O)(=O)N2CCCC(C(=O)NCc3cccnc3)C2)cc1C (stereo unspecified)
.	.	-13.4	-5.6	-0.9	5.9	4.0	3.3	.	COC(=O)c1ccc(NS(=O)(=O)c2cc3c4c(c2)CCC(=O)N4CCC3)cc1
106.0	13.0	1.8	0.5	1.8	8.3	-3.6	-7.9	-11.5	COC(=O)C(c1ccccc1)C1(O)CC(C)N(C)CC1C (stereo unspecified)
103.0	5.3	10.8	3.0	0.2	3.3	-8.4	5.4	2.0	CCC(C)C(NC(=O)CCC(=O)OCC(=O)[C@@]1(O)CCC2[C@@H]3CCC4=CC(=O)C=C[C@]4(C)C3[C@@H](O)C[C@@]21C)C(=O)O (stereo partly specified)
.	.	12.3	.	-0.2	1.1	-6.1	-3.5	.	CC(C)[C@H](NC(=O)OCc1ccccc1)C(=O)OCC(=O)N1CCCCC1
100.0	.	1.4	12.7	0.6	-10.4	-2.6	-8.5	.	O=C1c2ccccc2S(=O)(=O)c2cc(C(=O)N3CCN(c4ccc(Cl)cn4)CC3)ccc21
99.0	1.2	-8.4	-0.2	-0.2	1.0	-3.8	0.4	-5.8	Cc1cccc(OCCn2c(CCCO)nc3ccccc32)c1
101.0	14.1	-21.9	-3.2	-1.9	3.2	.	3.0	-8.0	CC(C)N(Cc1ccccc1)C(=O)c1cnc2n(c1=O)CCS2
92.0	11.6	-40.9	9.0	-0.5	-5.7	-5.9	-6.0	2.5	Cc1nn(-c2ccccc2)c(C)c1/C=N/Nc1nc2ccccc2[nH]1
97.0	10.4	-8.3	-0.5	1.3	-3.6	4.2	7.0	-6.9	O=c1cc(-c2ccccc2)nc2nc(COc3ccccc3)[nH]n12
102.0	2.5	6.8	-3.9	-0.7	1.7	4.0	2.4	6.2	COc1ccc(CNC(=O)c2onc(C)c2Cl)cc1
.	.	0.3	-0.4	0.0	2.0	1.9	-2.1	.	Cc1cc(C(=O)Nc2ccc(Cl)c(S(=O)(=O)N3CCOCC3)c2)c2ccccc2n1
89.0	24.5	-116.2	4.4	0.4	5.7	-8.2	10.6	-5.8	CC1CN(c2nc3ccccc3cc2-c2ccccc2)CC(C)O1 (stereo unspecified)
101.0	-0.3	22.9	-0.8	-0.1	-2.0	-6.7	6.6	-12.5	COc1ccc2c(c1)C(C1=C(O)CC(C)(C)CC1=O)C1=C(CC(C)(C)CC1=O)O2 (stereo unspecified)
95.0	3.8	1.9	5.4	0.3	-1.2	0.6	-4.5	1.1	Cc1ccc(CNC(=O)CN2CCN(c3ccc(F)cc3)CC2)cc1
104.0	1.0	-11.8	3.7	1.4	0.0	-1.6	8.5	-11.4	CCOC(=O)c1sc(=S)n(CC)c1NC(=O)C1CC1
97.0	-16.0	6.2	-4.8	0.3	1.3	0.1	-0.7	-4.9	Cc1ccc(S(=O)(=O)Cc2nc3ccccc3c(=O)[nH]2)cc1
.	.	20.3	.	-2.1	.	-7.6	5.6	.	Cc1ccc(S(=O)(=O)CCC(=O)Nc2cc(C)on2)cc1
103.0	.	7.0	-2.4	-0.6	1.1	-9.2	5.0	-2.7	Cc1ccc(N2C(=O)Nc3ccccc3C2(O)C(=O)NCCCOC(C)C)cc1C (stereo unspecified)
99.0	.	4.6	.	-0.5	0.4	-2.1	-2.4	12.0	O=C(N/N=C1/CC2C=CCC12)c1cccs1 (stereo unspecified)
89.0	44.0	4.1	-5.8	-1.1	1.3	-1.5	8.3	20.6	O=P(c1ccccc1)(c1ccccc1)c1nc(-c2ccccc2)oc1NCc1ccccc1
109.0	0.8	17.3	.	-6.6	2.9	-8.5	1.3	-20.6	Cc1oc2ccc(OCc3ccccc3Cl)cc2c1C(=O)O
.	-12.2	39.7	2.7	-2.5	1.0	4.4	4.2	-4.3	Cc1cc([N+](=O)[O-])cc2ncccc12
105.0	12.8	-3.4	-2.3	0.5	2.1	-3.9	0.6	12.7	Cc1cc(SCC(=O)Nc2ccccc2C)nc(C)n1
102.0	24.3	1.8	5.2	0.1	-1.2	-7.3	-0.6	-0.5	CCOc1cnc(C(=O)NNC(=O)C(Br)C(C)C)o1 (stereo unspecified)
.	.	1.2	-4.8	-1.7	3.9	-4.4	-2.3	.	CN(Cc1cccs1)C(=O)CCNS(=O)(=O)c1ccc(Br)cc1
90.0	43.0	16.3	-1.0	-0.1	1.7	-9.1	2.5	-0.9	NC(=O)Cc1ccc2c(c1)[nH]c1ccccc12
.	.	-10.2	.	0.2	7.6	-4.6	16.6	.	COc1cccc(C2c3c(oc4ccccc4c3=O)C(=O)N2CCCN2CCOCC2)c1OC (stereo unspecified)
.	.	-1.9	.	-0.9	3.9	-1.6	-0.4	.	CC(C=Cc1ccccc1)=NNS(=O)(=O)c1ccc([N+](=O)[O-])cc1
102.0	43.6	-4.4	3.0	2.5	4.9	-7.4	8.3	0.0	CCOC(=O)Nc1c(Cl)n(C)c(=O)n(C)c1=O
101.0	19.4	7.8	-2.9	2.7	-0.9	-6.5	0.5	-10.6	CCOCc1nnc(NC(=O)C2CC(=O)N(C3CCCC3)C2)s1 (stereo unspecified)
104.0	52.8	-8.9	5.5	2.6	-1.7	0.0	-1.4	-7.2	COc1ccccc1C(=O)Nc1ccnn1C1CCN(C2CCSCC2)CC1
100.0	24.4	-8.3	5.7	0.2	4.2	0.0	-4.1	-1.6	CCCC(=O)Nc1ccc2c(c1)nc(CN1CCN(C(C)=O)CC1)n2C
98.0	-1.0	3.6	2.4	1.8	3.9	-7.4	0.2	-9.4	Cc1cnn(C(=S)NCC2CCCO2)c1 (stereo unspecified)
108.0	26.9	-6.5	-0.3	0.3	-0.3	-3.0	-4.7	-8.3	O=C1OC(Nc2ccc(Br)cc2F)c2ccccc21 (stereo unspecified)
